H37Rv inhibition: M. tuberculosis growth inhibition, HTS (AID 449762). M. tuberculosis H37Rv growth inhibition, 7H9 media; higher % means a stronger effect. inhibition, % at 25 µM; hits with a dose series show IC50 in µM. hit rate 0.59% among 330,000; in the data active = a potency from the dose series; inconclusive = inhibition above about 70% without an active follow-up result;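 note: bacterial growth assessed after seven days of incubation; strong numbers were not always called active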
Salmonella PhoP GFP: Inhibition of PhoP regulon, Salmonella typhi GFP reporter cells, confirmation, 4 h (AID 1850) | Salmonella Typhi PhoP-promoter GFP reporter, fluorescence, 4 h; higher % means a stronger effect | one-dose inhibition, % at 50 µM; IC50 in µM for titrated hits | hit rate 0.33% among 310,000; in the data active = a potency from the dose series; inconclusive = inhibition mostly from about 25% at the one dose, without a potency; inactive = the rest, 99 in 100 with inhibition below about 19%;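 note: 0% = induced wells with vehicle and 100% = uninduced wells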
M. tuberculosis: growth inhibition of non-replicating M. tuberculosis (AID 488890); Mycobacterium tuberculosis non-replicating, growth inhibition; higher % means a stronger effect; one-dose inhibition, % at 25 µM; IC50 in µM for titrated hits; hit rate 0.39% among 320,000; in the data active = a potency from the dose series; inconclusive = inhibition mostly from about 82% at the one dose, without a potency; inactive = the rest, 99 in 100 with inhibition below about 76%;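 note: plate controls were DMSO cells for no effect and high antibiotic wells for full effect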
H1N1 NS1A inhibition: NS1A inhibition, H1N1 influenza, cell based functional assay (AID 504329); inhibition, % at 12.5 µM, or IC50 in µM where a hit was titrated; NS1A functional cell-based assay, percent inhibition; higher % means a stronger effect; hit rate 0.3% among 340,000; in the data active = a potency from the dose series; inconclusive = inhibition above about 27% without an active follow-up result; note: strong numbers were not always called active
inhibitors of VEEV: inhibitors of VEEV TC-83 cytopathic effect, confirmation, Vero cells (AID 588727); Vero cells, VEEV TC-83 cytopathic effect inhibition; higher % means a stronger effect; inhibition, % at 20 µM, or IC50 in µM where a hit was titrated; hit rate 0.13% among 350,000; in the data active = a potency from the dose series; inconclusive = inhibition mostly from about 14% at the one dose, without a potency; inactive = the rest, 99 in 100 with inhibition below about 12%; note: strong numbers were not always called active
inhibitors of VEEV 10K pilot screen: second read-out of inhibitors of VEEV, no call of its own (marks repeat the call); inhibition, %; measured here: 10K pilot screen inhibition
Active calls of the source: *; i = inactive; ? = inconclusive; / = not tested or not shown.

SMILES | H37Rv inhibition | Salmonella PhoP GFP | M. tuberculosis | H1N1 NS1A inhibition | inhibitors of VEEV | others
CCSc1ccc2cc(OC)ccc2[n+]1CC | 1.4% | 0.2% | 71.5% | 8.9% | 0.4%
COc1ccc(NC2CCCN(C(=O)c3c(C)noc3C)C2)cc1 (stereo unspecified) | -3.3% | -1.9% | -5.6% | 8.9% | 0.4%
Cc1ccc(S(=O)(=O)N(C)c2ccc(OCC(=O)OCc3ccc(C#N)cc3)cc2)cc1 | 8.71µM* | / | ? | -0.1% | 3.0%
CCN1CCN(CCNC(=O)C2CCCN(Cc3nc(-c4cccc(Cl)c4)oc3C)C2)CC1 (stereo unspecified) | 1.0% | 0.5% | -10.9% | 1.4% | 0.9%
COc1ccc(S(=O)(=O)Nc2ccc(C(F)(F)F)cc2)cc1OC | -1.8% | 2.5% | 22.2% | -5.7% | 5.2%
CCOC(=O)C(NC(C)=O)(N1CCc2ccccc2C1)C(F)(F)F (stereo unspecified) | 0.9% | 1.2% | -0.9% | -2.9% | 0.6%
COC(=O)C1=C(C)NC(C)=C(C(=O)OC)C1c1ccccc1OCc1c(C)no[n+]1[O-] | 2.4% | 7.3% | 26.5% | -4.0% | i
Cc1ccnc2nc(C(=O)Nc3nccs3)nn12 | 1.2% | 6.9% | -13.5% | -4.2% | 0.5%
CC1CCCCC12NC(=O)N(CC(=O)Nc1ccccc1-c1ccccc1)C2=O (stereo unspecified) | -1.9% | 2.9% | -6.1% | -7.5% | 0.1% | inhibitors of VEEV 10K pilot screen=0.7
Cc1ccc(N2C(=O)CSCC2=O)cc1 | -2.6% | -5.1% | -9.9% | -1.1% | 0.7%
CCOC(=O)c1ccccc1NC(=O)CSc1nnnn1C1CCCCC1 | 10.4% | 1.6% | 20.6% | 1.9% | i
O=[N+]([O-])c1ccc(/C=N/NC2=NS(=O)(=O)c3ccccc32)cc1 | 7.0% | -5.3% | 5.5% | 1.1% | i
COc1ccc(C2SCCN2S(=O)(=O)c2ccccc2)cc1OC (stereo unspecified) | 2.9% | 4.1% | 17.3% | -4.9% | 0.9%
COc1ccc(/C=C/c2nc3ccccc3c(=O)o2)cc1 | -1.3% | 3.6% | 2.74µM* | -7.5% | 3.8%
C=CCn1cc(C(=O)NCCN(CC)CC)c(=O)c2cc(S(=O)(=O)N3CCCCCC3)ccc21 | -8.8% | -2.7% | 8.9% | -6.0% | 1.7%

By substructure, the compounds so far with fluorine
SMILES | H37Rv inhibition | Salmonella PhoP GFP | M. tuberculosis | H1N1 NS1A inhibition | inhibitors of VEEV | others
COc1ccc(S(=O)(=O)Nc2ccc(C(F)(F)F)cc2)cc1OC | -1.8% | 2.5% | 22.2% | -5.7% | 5.2%
CCOC(=O)C(NC(C)=O)(N1CCc2ccccc2C1)C(F)(F)F (stereo unspecified) | 0.9% | 1.2% | -0.9% | -2.9% | 0.6%

(list continues)
SMILES | H37Rv inhibition | Salmonella PhoP GFP | M. tuberculosis | H1N1 NS1A inhibition | inhibitors of VEEV | others
O=C(COC(=O)c1cnccn1)c1ccc(Cl)c([N+](=O)[O-])c1 | -8.1% | 11.7% | 12.0% | -17.7% | 7.3%
Oc1ccc(NCc2ccccc2OCc2ccccc2)cc1 | 2.8% | -3.4% | 54.2% | 6.7% | 1.3%
CCN(c1ccccc1)S(=O)(=O)c1ccc(OC)c(NC(=O)CNCCc2ccccc2)c1 | ? | 5.8% | 45.5% | 12.7% | 4.2%
NC(=O)C1CCCNC1 (stereo unspecified) | -1.6% | -19.5% | -9.5% | -3.4% | 1.2%
CCOC(=O)COc1cc(N)c(Cl)cc1Cl | ? | 0.9% | 5.21µM* | -2.5% | 0.1%
CCOC(=O)C1CCCN(C(=O)C(CCSC)NC(=O)COc2ccccc2)C1 (stereo unspecified) | / | / | / | -2.8% | 2.3%
Cc1cc(-c2nnc(CCC(=O)NCc3cccc(C(F)(F)F)c3)o2)no1 | 4.3% | -20.0% | 15.8% | -11.7% | 6.0%
Nc1nc2n(n1)C1(CCCCC1)C1=C(CCCC1)N2 | -6.2% | 4.3% | -4.8% | / | /
CC1(c2ccccc2)NC(=O)N(CC(=O)Nc2cccc(/C=C/c3ccccn3)c2)C1=O (stereo unspecified) | 65.0% | 0.5% | 17.9% | 10.6% | 9.9%
Cc1ccnc(NC(=O)c2cc(S(=O)(=O)N3CCCCC3)ccc2Cl)c1 | 2.7% | -2.8% | 11.6% | -1.6% | 2.0%
CC(C)(C)Cc1nnc(NS(=O)(=O)Cc2ccccc2)s1 | -11.6% | -10.9% | -16.1% | -3.9% | 2.4%
Cc1ccc(C(=O)c2coc3ccc(O)cc23)cc1 | 2.4% | 4.4% | 45.8% | -0.1% | 2.8%
CC(=O)c1ccc(-n2nncc2C(C)(C)C)cc1 | 4.9% | 9.3% | -15.4% | 0.8% | 1.5%
Cc1ccc(C)c(NC(=O)CN2C(=O)CC(C)S(=O)(=O)c3ccccc32)c1 (stereo unspecified) | 4.5% | 3.8% | 4.1% | -6.0% | 3.2%
C=CCOc1c(Cl)cc(CNc2nccs2)cc1OC | 56.1% | 1.5% | 66.9% | -18.2% | 1.1%
Cc1cc(=O)[nH]c(SCC(=O)NC(C)C2CC3CCC2C3)c1C#N (stereo unspecified) | -2.3% | 15.4% | -6.8% | 7.4% | i
Cc1ccc(/C=N/N2CCN(Cc3cccc4ccccc34)CC2)s1 | 5.2% | 5.7% | -3.0% | 9.5% | 0.4%
O=C(NC1CCN(Cc2ccccc2)CC1)c1cc(S(=O)(=O)Nc2ccc(F)cc2)ccc1Cl | / | / | / | -1.9% | 4.0%
Cc1ccc(S(=O)(=O)N2CCCCC2)cc1C(=O)N1CCN(c2ccccn2)CC1 | -1.9% | 3.9% | 6.9% | 10.2% | 7.4%
Cc1cc(C)c2c(n1)sc1c(N3CCN(C)CC3)ncnc12 | -0.5% | -4.7% | 66.3% | 5.1% | 5.2%
O=C(c1cnn2c(C(F)(F)F)cc(-c3cccs3)nc12)N1CCN(Cc2ccccc2)CC1 | 55.4% | -0.6% | 15.1% | 2.8% | 11.6%
Oc1ccccc1-c1cc(-c2ccc(F)cc2)n[nH]1 | 12.7% | 0.0% | -17.6% | -8.8% | 5.5%
O=c1c(C(c2ccc(Br)cc2)c2c(O)nc3n(c2=O)CCS3)c(O)nc2n1CCS2 | -1.0% | -4.1% | -14.2% | 6.8% | i
COC(=O)c1sccc1NC(=O)CC1NCCNC1=O (stereo unspecified) | -1.8% | -2.6% | -4.6% | 2.9% | i
CCN(C[C@H]1N[C@@](Cc2ccccc2)(C(=O)OC)[C@H]2C(=O)N(Cc3ccccc3)C(=O)[C@@H]12)C(=O)c1ccccc1 | 2.8% | / | 2.2% | -7.6% | i
CCOC(=O)[C@H]1[C@H]2COc3cc(OC)ccc3[C@@H]2N2C(=O)CN(CC3CCCO3)C(=O)[C@@]12C (stereo partly specified) | -11.9% | / | -21.4% | 3.3% | 0.1%
CCCCCc1ccc(OCCCC[n+]2ccccc2)c(CCCCC)c1 | ? | 35.3µM* | ? | 5.0% | i
COC(=O)c1ccc(CSC2=NC[C@@H]3[C@@H]4C(=O)N(C)C(=O)[C@@H]4[C@](C)(C(=O)OC)N23)cc1 | / | / | / | 5.8% | 0.1%
O=C(c1ccc([N+](=O)[O-])cc1)N1CCC(Cc2ccccc2)CC1 | 0.7% | 3.9% | 44.1% | 12.5% | i

14 entries out of the list, sorted by length of the SMILES, high to low:
SMILES | H37Rv inhibition | Salmonella PhoP GFP | M. tuberculosis | H1N1 NS1A inhibition | inhibitors of VEEV | others
CCN(C[C@H]1N[C@@](Cc2ccccc2)(C(=O)OC)[C@H]2C(=O)N(Cc3ccccc3)C(=O)[C@@H]12)C(=O)c1ccccc1 | 2.8% | / | 2.2% | -7.6% | i
COC(=O)c1ccc(CSC2=NC[C@@H]3[C@@H]4C(=O)N(C)C(=O)[C@@H]4[C@](C)(C(=O)OC)N23)cc1 | / | / | / | 5.8% | 0.1%
CCOC(=O)[C@H]1[C@H]2COc3cc(OC)ccc3[C@@H]2N2C(=O)CN(CC3CCCO3)C(=O)[C@@]12C (stereo partly specified) | -11.9% | / | -21.4% | 3.3% | 0.1%
O=C(NC1CCN(Cc2ccccc2)CC1)c1cc(S(=O)(=O)Nc2ccc(F)cc2)ccc1Cl | / | / | / | -1.9% | 4.0%
O=C(c1cnn2c(C(F)(F)F)cc(-c3cccs3)nc12)N1CCN(Cc2ccccc2)CC1 | 55.4% | -0.6% | 15.1% | 2.8% | 11.6%
O=c1c(C(c2ccc(Br)cc2)c2c(O)nc3n(c2=O)CCS3)c(O)nc2n1CCS2 | -1.0% | -4.1% | -14.2% | 6.8% | i
Cc1ccc(C)c(NC(=O)CN2C(=O)CC(C)S(=O)(=O)c3ccccc32)c1 (stereo unspecified) | 4.5% | 3.8% | 4.1% | -6.0% | 3.2%
O=C(c1ccc([N+](=O)[O-])cc1)N1CCC(Cc2ccccc2)CC1 | 0.7% | 3.9% | 44.1% | 12.5% | i
Cc1cc(=O)[nH]c(SCC(=O)NC(C)C2CC3CCC2C3)c1C#N (stereo unspecified) | -2.3% | 15.4% | -6.8% | 7.4% | i
Cc1ccc(/C=N/N2CCN(Cc3cccc4ccccc34)CC2)s1 | 5.2% | 5.7% | -3.0% | 9.5% | 0.4%
Cc1cc(C)c2c(n1)sc1c(N3CCN(C)CC3)ncnc12 | -0.5% | -4.7% | 66.3% | 5.1% | 5.2%
Oc1ccccc1-c1cc(-c2ccc(F)cc2)n[nH]1 | 12.7% | 0.0% | -17.6% | -8.8% | 5.5%
COC(=O)c1sccc1NC(=O)CC1NCCNC1=O (stereo unspecified) | -1.8% | -2.6% | -4.6% | 2.9% | i
C=CCOc1c(Cl)cc(CNc2nccs2)cc1OC | 56.1% | 1.5% | 66.9% | -18.2% | 1.1%

Assay outcomes (PubChem)
